# DUSP3 inh: VHR1 phosphatase inhibitors, primary screen, biochemical, absorbance, uHTS | Dual specificity protein phosphatase 3 (Homo sapiens), P51452 | recombinant VHR phosphatase, pNPP absorbance | inhibition, % at 13.3 µM | actives 0.52% (n = 290,000); in the data active means inhibition above about 50%; further: some compounds called inactive have numbers as strong as hits
# Target sequence (P51452 whole entry, looked up): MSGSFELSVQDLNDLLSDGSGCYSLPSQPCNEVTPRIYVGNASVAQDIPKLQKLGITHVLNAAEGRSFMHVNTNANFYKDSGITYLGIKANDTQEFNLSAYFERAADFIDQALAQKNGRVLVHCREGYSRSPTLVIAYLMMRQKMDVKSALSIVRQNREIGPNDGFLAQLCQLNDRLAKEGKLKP
# Rv3671c inh: Rv3671c serine protease inhibitors, primary screen, biochemical, fluorescence polarization, M. tuberculosis H37Rv. inhibition, % at 5.96 µM. actives 0.048% (n = 320,000). AID 2606, 2010. P9WHR9; in the data active means inhibition above about 38%;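 further: extracellular domain of Rv3671c used as enzyme; 0% = enzyme with DMSO and 100% = no enzyme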
# Target sequence (P9WHR9 whole entry, looked up, the tested form may be a part): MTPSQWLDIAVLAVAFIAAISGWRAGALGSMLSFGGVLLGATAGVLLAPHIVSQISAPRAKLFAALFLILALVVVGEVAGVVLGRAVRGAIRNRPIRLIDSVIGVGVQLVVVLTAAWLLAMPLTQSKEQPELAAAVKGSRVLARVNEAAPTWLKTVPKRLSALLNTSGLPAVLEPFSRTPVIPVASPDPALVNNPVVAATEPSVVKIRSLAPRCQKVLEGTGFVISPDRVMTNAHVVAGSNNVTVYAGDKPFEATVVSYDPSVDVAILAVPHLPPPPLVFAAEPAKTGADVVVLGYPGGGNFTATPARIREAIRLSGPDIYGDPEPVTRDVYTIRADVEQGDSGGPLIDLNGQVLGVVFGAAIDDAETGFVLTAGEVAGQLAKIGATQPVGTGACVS
# UGM FP inh: M. tuberculosis UGM enzyme inhibitors, primary screen, biochemical, fluorescence polarization, single point; actives 0.06% (n = 320,000); UDP-galactopyranose mutase (Mycobacterium tuberculosis (strain ATCC 25618 / H37Rv)), …; inhibition, % at 10 µM; purified UGM, fluorescence polarization probe displacement; in the data active means inhibition above about 10%, passing the limit was not always enough
# BH1578 lux ind: inducers of Vibrio cholerae quorum light production without autoinducers, primary screen, BH1578 luxS cqsA deficient, single point. V. cholerae BH1578 lux reporter, luminescence, 6 h. activation, % at 18.7 µM. actives 0.16% (n = 350,000). AID 588436, 2011; in the data active means activation mostly above about 9.7%, no sharp cut-off; further: not every result past the cut was called active; inactives centre near 0; reference of the scale not given here
# MazEF act: activators of E. coli MazEF toxin-antitoxin RNase, primary screen, biochemical, fluorescence, uHTS | Endoribonuclease toxin MazF (Escherichia coli (strain K12)), P0AE70 | FAM/BHQ RNA-DNA oligo cleavage fluorescence, 5 h | activation, % at 20 µM | actives 0.32% (n = 350,000) | AID 504720, 2011; in the data active means activation above about 50%
# Target sequence (P0AE70 whole entry, looked up): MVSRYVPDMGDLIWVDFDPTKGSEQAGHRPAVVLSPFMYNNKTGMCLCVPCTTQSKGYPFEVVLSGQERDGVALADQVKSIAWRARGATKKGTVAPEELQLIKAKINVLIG
# GDH-TPI inh: GDH-TPI coupling enzyme inhibitors, primary screen, artefact control for M. tuberculosis FBA inhibitor project, biochemical, absorbance, full deck; GDH-TPI coupled enzyme counterscreen, NADH absorbance; inhibition, % at 4.8 µM; actives 1.2% (n = 360,000); in the data active means inhibition above about 30%;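 further: 0% = DMSO wells and 100% = wells lacking the enzyme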
# FBA Mtb inh: Mtb FBA enzyme inhibitors, primary screen, biochemical, fluorescence, strain H37Rv. Fructose-bisphosphate aldolase (Mycobacterium tuberculosis (strain ATCC 25618 / H37Rv)), …. purified M. tuberculosis FBA, fluorescence read-out. inhibition, % at 1 µM. actives 2.3% (n = 360,000); in the data active means inhibition above about 27%;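 further: 0% = vehicle and 100% = reference inhibitor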
# Target sequence (P9WQA3 whole entry, looked up): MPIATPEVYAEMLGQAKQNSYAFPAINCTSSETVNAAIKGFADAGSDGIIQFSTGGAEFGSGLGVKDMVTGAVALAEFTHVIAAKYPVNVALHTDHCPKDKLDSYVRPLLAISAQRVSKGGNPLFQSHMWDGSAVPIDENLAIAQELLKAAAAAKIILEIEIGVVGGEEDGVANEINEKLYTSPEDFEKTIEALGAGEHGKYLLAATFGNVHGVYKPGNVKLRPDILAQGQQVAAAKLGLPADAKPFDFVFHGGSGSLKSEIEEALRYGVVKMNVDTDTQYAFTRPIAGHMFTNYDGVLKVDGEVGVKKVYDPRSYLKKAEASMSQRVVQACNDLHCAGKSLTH
# BioA inh: M. tuberculosis BioA enzyme inhibitors, primary screen, biochemical, plate reader, single point, HTS | purified M. tuberculosis BioA enzyme | inhibition, % at 9.99 µM | actives 0.096% (n = 360,000); in the data active means inhibition above about 40%
# SARS 3CLpro inh: SARS-CoV 3CLpro protease inhibitors, primary screen, biochemical, quenched FRET | recombinant SARS-CoV 3CLpro, quenched FRET peptide cleavage | actives 0.14% (n = 290,000) | AID 1706, 2009 | inhibition, % at 6 µM; in the data active means inhibition above about 12%
# PriA SSB inh: inhibitors of Klebsiella pneumoniae PriA binding to SSB C-terminal tail, primary screen, biochemical, AlphaScreen. AID 1272365, 2023. PriA–SSB C-terminal tail interaction (Klebsiella pneumoniae). actives 0.6% (n = 430,000). inhibition, % at 33 µM. AlphaScreen SSBct-PriA binding, biotinylated peptide; in the data active means inhibition mostly above about 37%, no sharp cut-off; inactive means mostly below about 20%;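 further: plate controls were negative control peptide for no effect and reference peptide for full effect; strong numbers were not always called active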
# * = called active by the depositor; i = inactive; nt = no result given; & = joins results of further samples. Only part of the results is shown; rates above refer to the full screens.
# Results follow in this order: DUSP3 inh	SARS 3CLpro inh	BioA inh	UGM FP inh	Rv3671c inh	MazEF act	BH1578 lux ind	GDH-TPI inh	FBA Mtb inh	PriA SSB inh
> COc1cc(S(=O)(=O)N2CCCCC2)ccc1NC(=O)c1ccncc1
    14	1	0.4	-1.1	-2	7	-0.3	-1	0	7
> CCS(=O)(=O)Nc1cccc(C2=NN(C(C)=O)C(c3cccs3)C2)c1 (centres undefined)
    8	-4	-0.7	0.0	-10	2	0.8	-1	5	-3
> CC(C)(C)NC(=O)Cn1c(SCC(=O)NCc2cccs2)nc2ccccc21
    6	-3	0.4	1.5	1	4	i	3	0	-12
> Cc1ccc(C(=O)N(CC(=O)NC2CCCCC2)c2ccccc2F)s1
    16	-1	-0.4	3.1	0	-17	-0.4	-3	3	0
> COc1cc2c(cc1NC(=O)CCC(=O)O)oc1ccccc12
    -2	-2	-2.3	2.0	-7	5	i	11	4	-6
> O=C(NCc1ccc2c(c1)OCO2)C1CC(c2ccc(Cl)cc2)=NO1 (centres undefined)
    21	4	-0.6	0.7	2	-10	i	-9	-1	-12
> O=C(Nc1ccc(NC(=O)c2ccc(Cl)cc2Cl)cc1)c1cccs1
    26	1	-1.2	0.8	-10	12	-3.1	11	2	0
> COc1cc2c(cc1NC(=O)Cc1ccc(C)cc1)oc1ccccc12
    -2	-3	nt	-3.4	-9	-20	i	7	-1	-14
> COc1ccc(OC)c(NC(=O)CSc2nc3ccccc3c(=O)n2CC2CCCO2)c1 (centres undefined)
    24	4	nt	1.4	-2	5	4.3	6	2	6
> Cc1ccc2[nH]c3c(c2c1)CCC3=O
    13	6	-0.1	2.9	4	8	-10	2	65*	-17
> O=C(CNC(=S)NC(=O)c1ccco1)c1ccccc1
    13	1	-1.6	-0.7	-3	2	-7.7	2	0	-4
> CCC(C)(C)n1nnnc1C(c1cccnc1)N1CCN(c2cccc(C(F)(F)F)c2)CC1 (centres undefined)
    39	-6	2.8	-1.1	-4	-4	i	-4	2	-12
> COc1ccc2c(-c3cccnc3)cc(=O)[nH]c2c1
    3	0	0.3	-0.4	5	5	3.8	9	2	-12
> CCCCN(CCCC)CCNC(=O)CN1C(=O)COc2ccc(S(=O)(=O)N3CCC(C)CC3)cc21
    44	-2	-3.6	1.0	3	6	-0.3	4	0	-5
> COc1ccc(OC)c(C2C(C#N)=C(N)Oc3cc(C)[nH]c(=O)c32)c1 (centres undefined)
    11	3	-0.4	1.2	-12	1	-0.2	11	-4	-21
> COc1ccc(C2(C)NC(=O)N(CC(=O)Nc3ccc4c(c3)OCO4)C2=O)cc1OC (centres undefined)
    25	1	nt	-1.4	7	5	-12	-4	1	1
> O=C(c1ccc(S(=O)(=O)N2CCCCCC2)cc1)N(c1ccccn1)C1CCCCC1
    33	6	0.2	-0.6	1	8	-0.1	1	5	-9
> Cc1cccc(NC(=O)NNC(=O)c2cc(-c3ccccc3Cl)nc3ccccc23)c1
    49	10	-1.1	-4.2	-39	6	0.4	8	-7	3
> NC1=NC(=O)/C(=C/c2cccc(-c3ccc(S(N)(=O)=O)cc3)c2)S1
    10	-4	-1.6	2.4	-42	-11	-1.2	17	-1	-11
> O=C(O)CC1c2ccccc2CCN1S(=O)(=O)c1cccs1 (centres undefined)
    nt	nt	-2.0	1.2	0	7	i	-5	4	-3
> O=C(CC1C(=O)NCCN1C/C=C/c1ccccc1)NCCc1ccncc1 (centres undefined)
    7	1	-1.2	2.9	-10	-25	-1.3	-6	2	9
> CCOc1ccc2nc(N=Nc3c(O)[nH]c(=O)[nH]c3=O)sc2c1
    3	7	8.9	1.6	-2	2	i	4	-34	1
> CC(=O)N1CCN(c2nc3ccc([N+](=O)[O-])cc3s2)CC1
    23	-16	6.2	-1.2	-1	6	-2.1	21	-2	-2
> CCN(CC)C(=O)C1=C(C)N(Cc2ccc(C(C)(C)C)cc2)C(=O)C(CC(=O)NCCCCc2ccccc2)C1 (centres undefined)
    nt	nt	-3.8	nt	nt	-4	i	-5	0	nt
> Cc1nnc(SCCn2c(Br)nc3c2c(=O)[nH]c(=O)n3C)s1
    18	1	nt	1.5	4	2	-0.2	-12	-1	-5
> C=CCN1CC[C@]23c4c5ccc(O)c4OC2C(=O)CC[C@@]3(O)C1C5 (some centres undefined)
    -4	-4	0.6	-2.8	6	2	0.2	-1	-3	-6
> CCNC(=O)CCn1nc(-c2ccc(Cl)cc2)c2ccccc2c1=O
    5	2	5.9	-0.3	-3	3	i	3	3	-6
> COc1cc(C(=O)OCC(=O)NC2CC2)ccc1OCCC(C)C
    nt	nt	-0.8	1.8	5	10	-0.8	0	1	-9
> CC(=O)CCn1c(=O)n(CCC(C)=O)c(=O)n(CCC(C)=O)c1=O
    4	6	0.8	-2.2	-2	-2	-0.4	-4	2	-6
> COC(=O)c1c(N)n(-c2ccc(NC(C)=O)cc2)c2nc3ccccc3nc12
    8	0	-0.6	-0.6	-7	11	i	19	109*	0
> CC12COC3(C(=O)Nc4ccc([N+](=O)[O-])cc4)CC1CCC32C (centres undefined)
    0	10	0.1	-0.1	3	4	i	8	-2	12
> C=C1C(C(=O)Nc2ccc(OCC)cc2)C1C(=O)Nc1ccc(OCC)cc1 (centres undefined)
    7	-1	-0.9	-0.8	-9	-5	i	-1	0	-3
> CC(=O)Nc1cccc(-c2ccnc3c2CC(C(=O)NCc2cccnc2)O3)c1 (centres undefined)
    nt	nt	8.2	nt	nt	nt	i	-4	0	nt
> O=C(CSc1ncnc2c1sc1ccccc12)Nc1ccc(Br)cc1
    4	1	nt	-2.0	-7	-15	-0.2	-1	1	-5
> CC1CCCC(C)N1S(=O)(=O)c1ccc(NC(=O)CCN2C(=O)C3CC=CCC3C2=O)cc1 (centres undefined)
    nt	nt	0.0	nt	nt	-2	i	3	-2	-20
> CN(c1ccccc1)S(=O)(=O)c1ccc(C(=O)Nc2cccc(S(=O)(=O)N3CCOCC3)c2)cc1
    nt	nt	1.1	nt	nt	-3	i	-1	-1	nt
> Cc1ccc(Nc2nc(N)nc(COC(=O)c3ccc(Br)o3)n2)cc1
    nt	nt	-0.2	nt	nt	6	-0.7	-7	-3	8
> Cc1ccsc1C(=O)NNC(=O)COc1ccc(Br)cc1
    nt	nt	-1.9	-1.7	16	8	i	-3	1	5
> O=C(c1ccccc1)N1CCN(c2cc(Cl)nc3cc(-c4cccc(Cl)c4)nn23)CC1
    nt	nt	-0.5	nt	nt	-50	-0.7	14	3	nt
> O=C(CSc1ccc(-c2cccs2)nn1)N1CCCCC1
    13	2	3.8	2.2	-2	-8	0.4	2	6	-4
> O=C(Nc1ccc(N2CCCCCC2)cc1)c1cccc(S(=O)(=O)N2CCOCC2)c1
    nt	nt	nt	5.2	0	0	-2.5	10	-1	59
> CC(=O)Cc1nsc(NC(=O)c2ccc(-c3ccc(Cl)c(Cl)c3)o2)n1
    3	-3	1.4	-0.7	-13	-2	-0.3	25	6	-3
> Cc1ncoc1C(=O)NC1CC(C)(C)Cc2c1cnn2-c1ccccc1 (centres undefined)
    7	0	-0.4	3.3	nt	-2	-0.3	7	5	-3
> C/C=C/c1ccc(OCCCCOc2ccc(OC)cc2)c(OC)c1
    -2	-2	nt	0.1	2	-9	-0.2	-2	-4	-29
> Cc1noc(C)c1NC(=O)N(C)C[C@H]1Oc2ccc(NS(=O)(=O)c3ccc(F)cc3)cc2C(=O)N([C@H](C)CO)C[C@@H]1C
    nt	nt	-2.5&-1.4	1.0	-1	4	-1.0	-7	0	7
> S=C(NCc1cccs1)Nc1cccc(Cl)c1Cl
    22	5	0.5	4.8	-6	-1	i	-3	1	-13
> O=C(COC(=O)c1cc(Br)ccc1Cl)NC1CCCC1
    17	4	nt	-3.6	8	-1	5.8	8	0	-4
> OC(c1ccc(F)cc1)c1ncc(-c2ccccc2F)[nH]1 (centres undefined)
    nt	nt	-0.8	nt	nt	nt	i	-4	0	nt
> CCOc1ccccc1NC(=O)/C(C#N)=C/c1c(C)nn(-c2ccc(F)cc2)c1Cl
    -3	0	nt	2.2	3	0	-0.2	6	1	-13
> CCC(C)[C@H](NC(=O)NCc1ccco1)C(=O)O (some centres undefined)
    -8	-1	-1.3	0.5	9	3	-5.6	0	0	-4
> COCCn1c(SCC(=O)Nc2ccc(F)cc2)nc2c(c1=O)SCC2
    nt	nt	5.7	nt	nt	0	-0.4	13	-2	nt
> O=C(CCC(=O)N1CCOc2ccccc21)Nc1ccccc1Br
    2	-4	0.2	0.4	-6	4	-0.2	6	2	-10
> O=S(=O)(c1cccc2ccccc12)N1Cc2ccccc2-n2nncc2C1
    nt	nt	nt	nt	nt	4	-0.3	2	-1	nt
> CN(CC(=O)NCCc1ccc(S(N)(=O)=O)cc1)CC(=O)Nc1ccc(Cl)c(C(F)(F)F)c1
    nt	nt	2.3	nt	nt	-7	-1.8	11	4	-6
> O=C(c1cccs1)N1CCN(C(=O)c2cccs2)C1=S
    nt	nt	nt	nt	nt	3	nt	-8	0	-2
> CCOC(=O)C1CCCN(C(=S)Nc2cccc(Cl)c2)C1 (centres undefined)
    17	0	nt	0.1	3	0	-0.3	-8	-7	-9
> CCOc1cc(C2Nc3ccccc3NC3=C2C(=O)CC(C)(C)C3)ccc1O (centres undefined)
    9	2	-2.0	-2.4	-5	2	0.9	6	3	-9
> CCN(c1ccccc1)S(=O)(=O)c1cc(C(=O)O)ccc1C
    8	4	-3.5	0.1	2	-3	i	6	5	-19
> Cc1cc2oc(=O)cc(CN3CCN(Cc4ccccc4)CC3)c2cc1O
    27	2	0.5	-1.7	3	5	i	8	-2	-5
> CC(C)N(C(=O)Cn1cc(SCC(N)=O)c2ccccc21)C(C)C
    18	0	nt	1.8	0	5	1.0	-3	0	-2

# Some of the entries so far, with each value named.
Cc1ncoc1C(=O)NC1CC(C)(C)Cc2c1cnn2-c1ccccc1 (centres undefined)
  DUSP3 inh: 7; SARS 3CLpro inh: 0; BioA inh: -0.4; UGM FP inh: 3.3; Rv3671c inh: nt; MazEF act: -2; BH1578 lux ind: -0.3; GDH-TPI inh: 7; FBA Mtb inh: 5; PriA SSB inh: -3
O=C(c1ccccc1)N1CCN(c2cc(Cl)nc3cc(-c4cccc(Cl)c4)nn23)CC1
  DUSP3 inh: nt; SARS 3CLpro inh: nt; BioA inh: -0.5; UGM FP inh: nt; Rv3671c inh: nt; MazEF act: -50; BH1578 lux ind: -0.7; GDH-TPI inh: 14; FBA Mtb inh: 3; PriA SSB inh: nt

# Some values from above:
# CCC(C)[C@H](NC(=O)NCc1ccco1)C(=O)O (some centres undefined) – GDH-TPI inh: 0
# O=C(CCC(=O)N1CCOc2ccccc21)Nc1ccccc1Br – GDH-TPI inh: 6
# Cc1cc2oc(=O)cc(CN3CCN(Cc4ccccc4)CC3)c2cc1O – PriA SSB inh: -5

# The list goes on:
# Results follow in this order: DUSP3 inh	SARS 3CLpro inh	BioA inh	UGM FP inh	Rv3671c inh	MazEF act	BH1578 lux ind	GDH-TPI inh	FBA Mtb inh	PriA SSB inh
> CCOC(=O)c1[nH]c2ccccc2c1NC(=O)C(C)(C)C
    9	4	-1.3	-1.8	-2	8	-0.3	8	14	-9
> Cn1c(-c2cccc([N+](=O)[O-])c2)cnc1NCc1ccc(C#N)cc1
    36	3	nt	2.1	7	7	-0.3	8	-3	10
> COc1cccc(N2CC(C(=O)Nc3nnc(SCC(=O)N4CCOCC4)s3)CC2=O)c1 (centres undefined)
    24	-3	-1.4	0.5	0	1	-0.2	-1	6	-11
> COc1ccc(S(=O)(=O)N2CCNC(=O)C2)cc1Br
    -2	2	0.2	-0.5	7	-2	-1.4	4	-1	1
